CHO parental Ca = ATP-evoked calcium signal inhibitors, parental CHO, primary screen, counter-screen for OX1R antagonist project, cell-based, fluorescence, Fluo-8 calcium dye. inhibition, % at 5.6 µM. hit rate 0.63% among 330,000. parental CHO-K1, ATP-induced calcium, Fluo-8 fluorescence;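 active = inhibition above that plate's mean sample inhibition plus 3 SD, cut at about 26% in these data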;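 also: 0% = ATP-challenged DMSO wells and 100% = DMSO wells without ATP; some compounds past the cut are filed as inactive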
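Material: parental CHO cells / Compound: single nominal dose of 5.6 µM per compound / Signal: Fluo-8 fluorescence / Replicates: singlicate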
OXTR potentiator = human OXTR potentiators, primary screen, fluorescence, CHO-OTR cells, Fluo-8 calcium; Oxytocin receptor (Homo sapiens), P30559; Fluo-8 calcium fluorescence, potentiator mode; 0% = oxytocin EC15, 100% = EC100; activation, % at 3 µM; hit rate 0.061% among 320,000; AID 2445, 2010;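 active = activation above that plate's cutoff, the mean activation of tested compounds plus 3 SD, cut at about 6.6% in these data, passing the limit was not always enough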;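 also: 100% uses oxytocin at 75 nM as the full agonist control; some results filed as inactive read as strong as hits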
Target sequence (P30559 whole entry, looked up): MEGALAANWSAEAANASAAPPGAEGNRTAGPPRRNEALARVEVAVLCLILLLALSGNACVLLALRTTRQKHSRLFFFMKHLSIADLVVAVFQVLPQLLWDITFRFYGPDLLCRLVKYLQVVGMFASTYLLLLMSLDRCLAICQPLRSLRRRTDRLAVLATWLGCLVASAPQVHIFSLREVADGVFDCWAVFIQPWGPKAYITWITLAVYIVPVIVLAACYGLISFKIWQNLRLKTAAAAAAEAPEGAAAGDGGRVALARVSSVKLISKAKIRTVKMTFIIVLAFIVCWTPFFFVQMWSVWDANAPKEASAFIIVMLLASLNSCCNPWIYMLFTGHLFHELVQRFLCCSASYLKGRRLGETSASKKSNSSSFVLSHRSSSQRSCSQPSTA
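Material: human OTR in CHO cells. Compound: 3.0 µM, one dose. Timing: compound 6 min at room temperature before oxytocin, 100 s read. Evaluation: % activation of max/min ratio relative to oxytocin controls. Replication: single well per compound, singlicate. Signal: Fluo-8 calcium dye fluorescence.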
CHO-K1 Ca PAM = nonselective calcium activators in parental CHO-K1 cells, primary screen, counter-screen for M1 PAM project, cell-based, Fluo-8 calcium fluorescence, full deck, 1536-well; ATP EC20; 0% at ATP EC20, 100% at ATP max; activation, % at 3 µM; hit rate 0.02% among 360,000; AID 602247, 2012;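 active = activation above the run cutoff, the mean activation of all test compounds plus 3 SD, cut at about 40% in these data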;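 also: peak over basal fluorescence ratio in a 140 s read after ATP addition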
CHO-K1 Ca antag = M1 antagonist counterscreen hit in parental CHO-K1 cells. AID 602250. inhibition, % at 3 µM. ATP-induced calcium, Fluo-8 fluorescence. hit rate 0.6% among 360,000;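 active = inhibition above a per-plate cutoff, the plate's mean sample inhibition plus 3 SD, cut at about 24% in these data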;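 also: 0% = DMSO plus EC80 ATP and 100% = DMSO alone without ATP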
M1 ag parental = counter-screen for M1 agonists: effect in parental CHO-K1 cells; Fluo-8 calcium fluorescence; scaled to maximal ATP response, vehicle zero; activation, % at 3 µM; hit rate 0.48% among 360,000; in the data active = activation above about 15%;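 also: untransfected CHO-K1 host cells lacking M1 receptor as counterscreen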
TAAR1 antagonist = human TAAR1 antagonists, primary screen, Fluo-8 calcium fluorescence, CHO RD-HGA16 cells. antagonist. inhibition, % at 3 µM. hit rate 1.5% among 360,000;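 active = inhibition above a per-plate cutoff, the mean inhibition of test compounds on that plate plus 3 SD, cut at about 49% in these data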;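 also: 0% = DMSO plus EC80 beta-PEA response and 100% = DMSO alone without agonist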
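Assay system: RD-HGA16 CHO cells with stable hTAAR1 and Gα16 / Reagent: EC80 β-phenethylamine stimulus / Doses: 3 µM, single point / Timing: dye loading 75 min at 37 °C, then 30 min room temperature / Measured by: Fluo-8 intracellular calcium dye fluorescence, real-time kinetic reads / Controls: vehicle wells and EC80 agonist wells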
M1 antag = human M1 muscarinic receptor antagonists, primary screen, CHO-K1 cells, Fluo-8 calcium fluorescence, 1536-well; Muscarinic acetylcholine receptor M1 (Homo sapiens), P11229; CHO-K1 hM1, ACh EC80 antagonist; inhibition, % at 3 µM; hit rate 1.3% among 360,000; AID 588852, 2011;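 active = percent inhibition above its own plate's cutoff, namely the mean of that plate's compound wells plus 3 SD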;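 also: peak over basal fluorescence ratio during 140 s after agonist addition; 0% = ACh EC80 plus DMSO and 100% = DMSO alone without agonist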
Target sequence (P11229 whole entry, looked up): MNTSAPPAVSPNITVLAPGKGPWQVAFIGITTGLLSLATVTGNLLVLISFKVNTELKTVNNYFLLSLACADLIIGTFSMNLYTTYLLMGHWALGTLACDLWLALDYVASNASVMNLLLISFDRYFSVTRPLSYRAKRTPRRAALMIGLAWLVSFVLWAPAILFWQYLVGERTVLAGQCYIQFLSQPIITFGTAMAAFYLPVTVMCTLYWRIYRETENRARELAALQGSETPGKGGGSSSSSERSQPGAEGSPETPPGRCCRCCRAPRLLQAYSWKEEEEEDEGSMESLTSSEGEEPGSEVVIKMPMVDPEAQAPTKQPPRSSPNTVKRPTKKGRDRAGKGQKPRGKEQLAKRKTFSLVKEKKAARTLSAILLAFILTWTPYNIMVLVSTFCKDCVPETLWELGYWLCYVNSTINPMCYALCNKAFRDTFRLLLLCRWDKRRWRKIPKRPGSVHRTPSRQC
M1 ag = human M1 muscarinic receptor agonists, primary screen, Fluo-8 calcium fluorescence, CHO-K1 cells, HTS; CHO-K1 hM1, agonist mode; 0% DMSO, 100% acetylcholine EC100; activation, % at 3 µM; hit rate 0.33% among 360,000; AID 588814, 2011;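 active = activation above the run's mean compound activation plus 3 SD, cut at about 16% in these data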;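 also: peak over basal fluorescence ratio within a 140 s kinetic read after compound addition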
TAAR1 agonist = human TAAR1 agonists, primary screen, Fluo-8 calcium fluorescence, CHO RD-HGA16 cells; vehicle wells 0%, saturating PEA agonist 100%; activation, % at 3 µM; hit rate 0.99% among 360,000; AID 624467, 2012;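 active = activation above the mean activation of all test compounds in the run plus 3 SD, cut at about 38% in these data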
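System: CHO RD-HGA16 cells carrying human TAAR1 plus Gα16; Incubation: 17-24 h seeding, 75 min 37 °C dye, 30 min RT; Measured by: Fluo-8 fluorescence, 5 s baseline then 140 s kinetic read; Control set: DMSO and PEA EC100; Replication: single well for each compound.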
The depositor's hits bear a star.

For CCc1cccc(CC)c1NC(=O)COC(=O)CCc1cc(OC)c(OC)c(OC)c1 the results were CHO parental Ca -13, OXTR potentiator -10, CHO-K1 Ca PAM 10, CHO-K1 Ca antag 3, M1 ag parental 1.3, TAAR1 antagonist -12, M1 antag -11, M1 ag 2 and TAAR1 agonist -3.
Screening CC(C)Cc1nnc(NC(=O)c2cc(-c3ccccc3)nc3ccccc23)s1 returned CHO parental Ca -13, OXTR potentiator 6, CHO-K1 Ca PAM -7, CHO-K1 Ca antag 12, M1 ag parental -0.5, TAAR1 antagonist -2, M1 antag 3, M1 ag -3 and TAAR1 agonist 0.
For COc1ccc(C2NC(=O)CS2)cc1OC (stereo not drawn) the results were CHO parental Ca 7, OXTR potentiator -2, CHO-K1 Ca PAM 3, CHO-K1 Ca antag 0, M1 ag parental 0.3, TAAR1 antagonist 8, M1 antag -9, M1 ag -2 and TAAR1 agonist 9.
Screening COc1cccc(N/C(C)=C/C(=O)c2ccc(Br)cc2)c1 returned CHO parental Ca -21, OXTR potentiator -4, CHO-K1 Ca PAM 10, CHO-K1 Ca antag -8, M1 ag parental 0.0, TAAR1 antagonist 2, M1 antag 9, M1 ag -2 and TAAR1 agonist 3.
For CC(=O)Nc1ccc(S(=O)(=O)NNC(=O)COc2ccc(C(C)(C)C)cc2)cc1 the results were CHO parental Ca -8, OXTR potentiator -11, CHO-K1 Ca PAM 10, CHO-K1 Ca antag 1, M1 ag parental 0.4, TAAR1 antagonist 15, M1 antag -20, M1 ag -3 and TAAR1 agonist 2.
`COc1ccc(C(=O)Nc2cccc(S(=O)(=O)N3CCCC3)c2)cc1S(=O)(=O)N1CCOCC1` gave CHO parental Ca -23, OXTR potentiator 1, CHO-K1 Ca PAM -8, CHO-K1 Ca antag -9, M1 ag parental 0.0, TAAR1 antagonist 1, M1 antag 43*, M1 ag -7 and TAAR1 agonist 2.
`CN(C)C(CNC(=O)CSc1nc2ccccc2c(=O)n1Cc1ccco1)c1ccccc1` (stereo not drawn) gave CHO parental Ca -19, OXTR potentiator -7, CHO-K1 Ca PAM 4, CHO-K1 Ca antag -3, M1 ag parental -0.1, TAAR1 antagonist -3, M1 antag -3, M1 ag -6 and TAAR1 agonist 1.
Screening CCN1C[C@@H]2[C@@H]3C(=O)N(Cc4ccccc4)C(=O)[C@@H]3[C@](Cc3ccccc3)(C1=O)N2C(=O)c1ccc(C(F)(F)F)cc1 returned CHO-K1 Ca PAM 21, CHO-K1 Ca antag -7, M1 ag parental 0.2, TAAR1 antagonist 10, M1 antag -8, M1 ag 0 and TAAR1 agonist 2.
For O=C(Nc1ccc2oc(=O)ccc2c1)c1ccc(-c2ccccc2[N+](=O)[O-])o1 the results were CHO parental Ca -11, OXTR potentiator -7, CHO-K1 Ca PAM 12, CHO-K1 Ca antag -9, M1 ag parental 2.0, TAAR1 antagonist 46, M1 antag 4, M1 ag -2 and TAAR1 agonist 21.
For Cc1nnc(NC(=O)c2ccc(S(=O)(=O)N3CCCCC3C)cc2)o1 (stereo not drawn) the results were CHO parental Ca -11, OXTR potentiator -13, CHO-K1 Ca PAM -19, CHO-K1 Ca antag 5, M1 ag parental -0.3, TAAR1 antagonist -22, M1 antag 0, M1 ag -1 and TAAR1 agonist 2.
Screening COc1ccc(Cc2nc3ccc(S(N)(=O)=O)cc3[nH]2)cc1OC returned CHO parental Ca 3, OXTR potentiator -12, TAAR1 antagonist 3 and TAAR1 agonist -1.
`O=[N+]([O-])c1cc2c(cc1Br)-c1ccccc1C2` gave CHO-K1 Ca PAM -12, CHO-K1 Ca antag 7, M1 ag parental 1.3, TAAR1 antagonist 21, M1 antag 11, M1 ag -4 and TAAR1 agonist -1.
`CC(=O)c1ccc(S(=O)(=O)N2CCC3(CC2)OCCO3)cc1` gave CHO parental Ca -2, OXTR potentiator -9, CHO-K1 Ca PAM -6, CHO-K1 Ca antag 0, M1 ag parental 6.5, TAAR1 antagonist 9, M1 antag 1, M1 ag 4 and TAAR1 agonist 0.
`Cc1ncsc1C(=O)Nc1cccc(C(F)(F)F)c1` gave CHO parental Ca -2, OXTR potentiator 4, CHO-K1 Ca PAM 9, CHO-K1 Ca antag -4, M1 ag parental 6.3, TAAR1 antagonist -2, M1 antag 4, M1 ag -4 and TAAR1 agonist -2.
N#Cc1c(Cc2cccc3ccccc23)nn(CCO)c1N was read as CHO parental Ca -9, OXTR potentiator -7, CHO-K1 Ca PAM 23, CHO-K1 Ca antag -12, M1 ag parental 0.9, TAAR1 antagonist 1, M1 antag -14, M1 ag 5 and TAAR1 agonist 13.
Screening CCCn1nc2ccccc2c1P(=N)(N1CCOCC1)N1CCOCC1 returned CHO parental Ca 1, OXTR potentiator 3, CHO-K1 Ca PAM 24, CHO-K1 Ca antag -36, M1 ag parental 1.4, TAAR1 antagonist 16, M1 antag -11, M1 ag -3 and TAAR1 agonist 10.
For CCOC(=O)c1cnc(SCC(=O)Nc2nnc(CC)s2)nc1N the results were CHO parental Ca -6, OXTR potentiator -2, CHO-K1 Ca PAM 3, CHO-K1 Ca antag -12, M1 ag parental 0.6, TAAR1 antagonist 4, M1 antag -5, M1 ag -4 and TAAR1 agonist 1.
Screening O=C(CN(C(=O)c1csnn1)c1ccc(F)c(Cl)c1)NCc1ccc2c(c1)OCO2 returned CHO parental Ca -3, OXTR potentiator -13, CHO-K1 Ca PAM 8, CHO-K1 Ca antag -14, M1 ag parental 0.8, TAAR1 antagonist -4, M1 antag -21, M1 ag -4 and TAAR1 agonist 1.
Screening CCOc1ccccc1C(=O)NC1CCNCC1 returned CHO parental Ca -20, OXTR potentiator 1, CHO-K1 Ca PAM -11, CHO-K1 Ca antag 15, M1 ag parental -0.7, TAAR1 antagonist 3, M1 antag -5, M1 ag -6 and TAAR1 agonist -1.
Screening CC(C)NC(=O)C1=NN(c2ccccc2)C(=O)CC1 returned CHO parental Ca -2, OXTR potentiator -15, CHO-K1 Ca PAM 9, CHO-K1 Ca antag 4, M1 ag parental 0.8, TAAR1 antagonist -5, M1 antag -13, M1 ag -1 and TAAR1 agonist 0.

Entries from the list above with fluorine, in the order listed:
Screening CCN1C[C@@H]2[C@@H]3C(=O)N(Cc4ccccc4)C(=O)[C@@H]3[C@](Cc3ccccc3)(C1=O)N2C(=O)c1ccc(C(F)(F)F)cc1 returned CHO-K1 Ca PAM 21, CHO-K1 Ca antag -7, M1 ag parental 0.2, TAAR1 antagonist 10, M1 antag -8, M1 ag 0 and TAAR1 agonist 2.
`Cc1ncsc1C(=O)Nc1cccc(C(F)(F)F)c1` gave CHO parental Ca -2, OXTR potentiator 4, CHO-K1 Ca PAM 9, CHO-K1 Ca antag -4, M1 ag parental 6.3, TAAR1 antagonist -2, M1 antag 4, M1 ag -4 and TAAR1 agonist -2.
Screening O=C(CN(C(=O)c1csnn1)c1ccc(F)c(Cl)c1)NCc1ccc2c(c1)OCO2 returned CHO parental Ca -3, OXTR potentiator -13, CHO-K1 Ca PAM 8, CHO-K1 Ca antag -14, M1 ag parental 0.8, TAAR1 antagonist -4, M1 antag -21, M1 ag -4 and TAAR1 agonist 1.

Continued.
For COc1cc(/C=C2\SC(=S)N(NC(=O)c3ccccc3OC)C2=O)ccc1O the results were CHO-K1 Ca PAM -22, CHO-K1 Ca antag 11, M1 ag parental 6.2, TAAR1 antagonist 16, M1 antag 21, M1 ag 9 and TAAR1 agonist 16.
For CCN1CCN(C(c2cccs2)C(C)NC(=O)c2cccnc2)CC1 (stereo not drawn) the results were CHO parental Ca -6, OXTR potentiator 3, CHO-K1 Ca PAM 6, CHO-K1 Ca antag 4, M1 ag parental 0.2, TAAR1 antagonist 7, M1 antag 5, M1 ag -7 and TAAR1 agonist 5.
`Cc1nc(SCC(=O)Nc2ccc3[nH]c(=O)[nH]c3c2)nc(C)c1C` gave CHO parental Ca 6, OXTR potentiator -3, CHO-K1 Ca PAM 15, CHO-K1 Ca antag -14, M1 ag parental 0.5, TAAR1 antagonist 3, M1 antag -6, M1 ag -2 and TAAR1 agonist 2.
`O=C(CCCOc1ccccc1)Nc1ccc(Cl)c(S(=O)(=O)N2CCOCC2)c1` gave CHO parental Ca 2, OXTR potentiator -9, CHO-K1 Ca PAM -4, CHO-K1 Ca antag 2, M1 ag parental 2.7, TAAR1 antagonist 34, M1 antag 13, M1 ag 3 and TAAR1 agonist 11.
Cc1nc2ccc(C(=O)N/N=C/c3ccc(O)cc3)cc2[nH]1 was read as CHO parental Ca 4, OXTR potentiator -7, CHO-K1 Ca PAM -19, CHO-K1 Ca antag -7, M1 ag parental -0.5, TAAR1 antagonist -18, M1 antag -12, M1 ag 8 and TAAR1 agonist 4.
Cc1noc(NS(=O)(=O)c2ccc(NC(=O)CSc3ncccn3)cc2)c1C was read as CHO parental Ca -8, OXTR potentiator -1, CHO-K1 Ca PAM 19, CHO-K1 Ca antag -6, M1 ag parental 1.8, TAAR1 antagonist -1, M1 antag -9, M1 ag 3 and TAAR1 agonist 0.
Cc1ccc(C(=O)N/C(=C/c2ccco2)C(=O)OCN2C(=O)c3ccccc3C2=O)cc1 was read as CHO parental Ca -16, OXTR potentiator -4, CHO-K1 Ca PAM -9, CHO-K1 Ca antag 10, M1 ag parental 0.3, TAAR1 antagonist 7, M1 antag 8, M1 ag -2 and TAAR1 agonist 3.
For Cc1ccc(S(=O)(=O)CC(=O)N2CCCC2)cc1 the results were CHO parental Ca 0, OXTR potentiator -10, CHO-K1 Ca PAM -5, CHO-K1 Ca antag 4, M1 ag parental 0.0, TAAR1 antagonist 0, M1 antag -23, M1 ag 1 and TAAR1 agonist -1.
CCN1C(=O)[C@@H]2[C@@H]3CN(S(=O)(=O)c4ccccc4C)[C@@H](c4ccc(Cl)cc4)[C@@H]3C(=O)C[C@@H]2C1=O was read as CHO-K1 Ca PAM 4, CHO-K1 Ca antag 10, M1 ag parental 0.5, TAAR1 antagonist -5, M1 antag 5, M1 ag -5 and TAAR1 agonist 1.
O=C(O)c1cc(S(=O)(=O)Nc2ccc(N3CCCCC3)cc2)ccc1Cl was read as CHO parental Ca -4, OXTR potentiator -4, CHO-K1 Ca PAM 13, CHO-K1 Ca antag 6, M1 ag parental 1.5, TAAR1 antagonist -16, M1 antag -6, M1 ag -6 and TAAR1 agonist 0.

Assay outcomes from PubChem.
